# DENV2 CPE – inhibitors of DENV2 cytopathic effect, primary screen, cell-based, plate reader, single concentration; DENV2-infected cells, cytopathic effect rescue; 1.7% of 350,000 active; CPE inhibition, % at 9.99 µM; in the data active means CPE inhibition above about 20%, passing the limit was not always enough; inconclusive means no clear call, values can overlap the other calls; tested in BHK-21 cells;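 further: 0% = median of neutral control wells and 100% = median of positive control wells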
# INS-1E GSIS act – GLuc luminescence reporter in INS-1E cells, primary screen for activators of glucose-dependent secretion of insulin | INS-1E GLuc reporter insulin secretion, 2-3 h | activation, % at 16.6 µM | 0.61% of 370,000 active | AID 743287, 2014;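 active means lowest replicate activation of at least 40%, so every replicate reaches that level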;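 further: 0% = median of neutral control wells and 100% = median of IBMX positive control wells; some compounds called inactive have numbers as strong as hits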
# PAX8 reporter – inhibitors of PAX8-driven TPO luciferase reporter, primary screen, RMG-I cells, single concentration; 1.2% of 360,000 active; SteadyGlo, 24 h; AID 652154, 2013; inhibition, % at 12.6 µM;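 active means mean replicate inhibition at least 60% with every replicate also reaching 60%; inconclusive means only one of the two criteria is met; inactive means mean below 60% and not all replicates reaching 60%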;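 further: luciferase light reporting Pax8 driven TPO promoter activity; plate controls were median of neutral control wells for no effect and mitoxantrone controls for full effect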
# miR-122 sensor – miR-122 Renilla sensor signal increase in Huh7, primary screen, miR-122 inhibitor project, cell-based, single point, plate reader; Huh7 miR-122 Renilla luciferase sensor, 48 h; neutral wells = 0, positive control = 100; activation (reporter increase), % at 12.5 µM; 0.3% of 340,000 active;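 active means mean replicate activation score at least 90 and every replicate individually at or above 90; inconclusive means only one of the two criteria met; inactive means neither criterion met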;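 further: higher luciferase means less miR-122 activity so hits act as miR-122 inhibitors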
# FN deposition inh – inhibitors of fibronectin matrix deposition, primary screen, AH1F cells, Alexa488-fibronectin fluorescence, plate reader. AH1F fibroblasts, overnight. inhibition, % at 12.6 µM. 0.086% of 350,000 active. AID 743247, 2014;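 active means mean inhibition across replicates of 30% or more, regardless of how many single replicates reach that level; inconclusive means mean under 30% yet at least half of replicates reach 30%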;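 further: positive control wells lacked labelled fibronectin entirely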
#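 Assay system: AH1F fibroblast monolayer, labelled fibronectin deposition. Amount: 10000 cells per well. Also added: labelled fibronectin 24 nM. Compound: single-point pinned compound. Incubation: cell attachment 1 h, compound and FN exposure overnight. Detection: fluorescence after three HBSS washes, excitation 485 nm, emission 525 nm. Read-out: inhibition of fibronectin deposition signal.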
# F508del corr – F508del CFTR correction, initial screen, CFBE line, single point | activity (quench increase), % at 7.58 µM | 0.36% of 350,000 active | CFBE cells, YFP halide quenching; stimulated with forskolin plus potentiator P3; % fluorescence drop versus neutral controls | AID 720511, 2013;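 active means mean added fluorescence quench of at least 8% versus neutral control, with both replicates also reaching 8%; inconclusive means only one of the mean or replicate conditions met; inactive means mean below 8% and not both replicates reaching 8%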;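 further: cells transiently co-express mutant CFTR-F508del with the halide-sensitive YFP; corrector assay measuring rescue of mutant channel to the surface after 24 h compound exposure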
# EWS-Fli inh – EWS/Fli-driven NR0B1 reporter inhibitors, primary screen, A673 cells, NR0B1 luciferase, luminescence, MLPCN library; viability-normalised; inhibition, % at 12.6 µM; 0.67% of 350,000 active; AID 651661, 2012;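 active means mean inhibition of at least 50% after viability correction, with every replicate also passing that limit; inconclusive means mean reaches 50% but only one of two replicates passes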;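 further: firefly luciferase signal divided by Alamar Blue viability fluorescence both relative to DMSO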
# * marks the source's active call; other numbers are inactive results; ? = inconclusive; nt = no result given; [ ] = another dose, or the depositor's remark.
# Sequence of screens: DENV2 CPE	INS-1E GSIS act	PAX8 reporter	miR-122 sensor	FN deposition inh	F508del corr	EWS-Fli inh
O=C1C(Nc2ccccc2)=CC(c2ccc(O)cc2)N1c1ccccc1 (stereo not given)
→ 8.1	-14.6	-24.0	10.3	-13.6	3.8	-52.7
CC(=O)N(C[C@@H]1N[C@@H](CO)[C@@H]1c1ccc(-c2ccc(F)cc2)cc1)C(C)C
→ -1.8	-5.3	6.0	-5.9[16.7 µM]	3.6	1.2	2.3
CCCN1[C@@H]2Cn3c(ccc(-c4cccnc4)c3=O)[C@H]1[C@@H](C(=O)NC1CCC1)[C@@H]2CO
→ 1.8	6.7	-11.1	4.8[16.7 µM]	nt	-1.9	1.5
O=C(NC1CCCCC1)C1CCCN(S(=O)(=O)c2ccc(Br)s2)C1 (stereo not given)
→ 2.3	6.7	0.4	nt	-0.9	-1.5	2.4
COc1ccc(-c2nc(CSCC(=O)NC3CCCc4ccccc43)c(C)o2)cc1 (stereo not given)
→ nt	nt	14.2	15.9	-10.3	nt	nt
COc1ccc(F)cc1S(=O)(=O)N1CCC2(CC1)OCCN2S(=O)(=O)c1ccccc1
→ -2.8	0.6	1.2	21.5	2.7	0.2	5.2
Cc1cc(N/C=C/C(=O)c2ccc(Br)cc2)no1
→ 4.1	-1.7	nt	0.6	nt	-0.7	-122.8
CN(C)c1ccc(CN(CC2CCCO2)C(=O)c2cc3ccccc3o2)cc1 (stereo not given)
→ 12.3	-23.6	7.4	24.8	-3.2	0.1	-6.9
COCC(=O)N1C[C@H](C)[C@@H](OC)CN(C)C(=O)c2ccc(NC(=O)c3ccc(F)cc3)cc2OC[C@H]1C
→ -6.3	-4.5	0.6	11.7[16.7 µM]	3.2	-2.5	-10.9
CC1CCN(C(=O)c2[nH]c(C(F)(F)F)nc2-c2ccccc2)CC1
→ -12.6	nt	5.5	7.2	0.0	-0.1	1.8
CCN1CC2([N+](=O)[O-])C=CC(=O)C([N+](=O)[O-])(C1)C2CC(=O)c1ccccc1 (stereo not given)
→ nt	14.3	14.6	0.6	2.9	nt	nt
C[C@H]1CN([C@@H](C)CO)C(=O)c2cccc(NS(=O)(=O)c3ccccc3)c2O[C@H]1CN(C)S(C)(=O)=O
→ -1.5	4.8	nt	11.2[16.7 µM]	8.1	-2.3	-10.6
Cc1cccnc1NC(=O)CCC(=O)c1cccs1
→ 15.1	nt	4.1	3.6	-7.9	1.8	-5.5
CN(Cc1ccccc1)C(=O)c1nc2ccccn2c1CNCCOc1cccnc1
→ -3.1	19.4	-1.0	-4.6	-3.5	1.4	-2.2
CCOc1ncccc1C(=O)Nc1ccc(F)cc1
→ -1.1	-18.1	4.9	0.3	nt	-0.5	-7.2
O=C(COC(=O)c1cccc(OC(F)F)c1)NCC1CCCO1 (stereo not given)
→ -10.5	2.7	13.6	10.4	-1.1	-3.4	3.7
CC(O)C(NS(=O)(=O)c1ccc(Cl)cc1)C(=O)OCc1cc([N+](=O)[O-])cc2c1OCOC2 (stereo not given)
→ 10.6	16.9	12.6	11.1	5.7	-1.3	-2.4
O=C(C[C@H]1C[C@@H]2c3cc(NC(=O)C4CCC4)ccc3O[C@@H]2[C@H](CO)O1)NCc1ccccc1
→ 22.7*	10.4	-0.2	-3.3[16.7 µM]	2.6	-0.8	-1.1
O=C(N[C@H]1CC[C@@H](CCNS(=O)(=O)c2ccc(F)cc2)O[C@@H]1CO)c1cccc(F)c1
→ 12.0	-7.3	nt	nt	nt	-0.8	4.5
O=C(CCS(=O)(=O)c1ccccc1)OCC(=O)N1CCN(S(=O)(=O)c2ccc(Cl)cc2)CC1
→ -5.5	12.0	10.6	6.1	nt	1.8	-1.8

# Next section.
# Sequence of screens: DENV2 CPE	INS-1E GSIS act	PAX8 reporter	miR-122 sensor	FN deposition inh	F508del corr	EWS-Fli inh
COCCN(C(=O)COC(=O)CCC(=O)c1ccc(Cl)cc1)c1c(N)n(Cc2ccccc2)c(=O)[nH]c1=O
→ 19.5	-8.9	2.8	6.2	0.1	-3.6	-1.7
COc1ccc(S(=O)(=O)Nc2ccccc2Cl)cc1NC(C)=O
→ -3.8	-1.4	8.6	nt	4.0	-2.0	-5.2
O=C(c1ccc(F)cc1F)N1CCN(S(=O)(=O)c2ccc3c(c2)OCCO3)CC1
→ 1.0	-10.0	3.1	-6.6	-0.9	1.4	14.6
O=c1cc(-c2cccc(F)c2)oc2ccccc12
→ 2.5	19.6	-47.9	-4.5	-0.8	-3.6	-43.3
NC(=O)C1CCN(CC(=O)Nc2cccc(C(=O)Nc3cccc(C(F)(F)F)c3)c2)CC1
→ -9.8	1.6	-7.4	nt	2.0	-0.4	-9.0
O=C1C2C3C=CC(CC3)C2C(=O)N1c1ccc(Cl)cc1 (stereo not given)
→ 3.6	15.6	-12.2	3.6	-4.5	-0.5	15.8
C[C@@H]1CN([C@H](C)CO)C(=O)c2cc(NC(=O)Nc3cccc4ccccc34)ccc2O[C@@H]1CN(C)Cc1ccc(C(=O)Nc2ccccc2N)cc1
→ ?	-2.2	nt	14.3[16.7 µM]	nt	1.1	28.6
COc1ccc(C2Nc3ccccc3C(=O)N2c2ccc(C)cc2)cc1Cn1cc([N+](=O)[O-])cn1 (stereo not given)
→ 0.2	29.8	nt	-8.0	nt	2.8	-34.2
CC1(C)Cc2c(sc(NC(=O)COc3cccc4ccccc34)c2C#N)C(C)(C)N1
→ 0.6	nt	10.8	-17.3	2.5	-7.1	24.1
C[C@@H]1CN([C@@H](C)CO)S(=O)(=O)c2ccc(C#CC3CC3)cc2O[C@H]1CN(C)C(=O)c1cnccn1
→ -4.6	-1.3	nt	-14.9[16.7 µM]	nt	-1.6	6.3
O=c1c2ccccc2nc(/C=C/c2cc(Br)ccc2O)n1CCCO
→ 1.6	-0.4	41.6	nt	15.1	-2.1	52.8*
Cc1noc(C)c1S(=O)(=O)N(C)C[C@@H]1OCCCC[C@@H](C)Oc2ccc(NC(=O)c3ccccc3)cc2C(=O)N([C@@H](C)CO)C[C@@H]1C
→ 2.2	-17.9	-15.5	3.2[16.7 µM]	nt	1.8	2.4
Cc1cc2c(c(C)c1Cl)C(c1ccc3c(c1)OCO3)CC(=O)O2 (stereo not given)
→ 3.7	-2.2	-0.3	-3.9	-6.3	0.4	-4.9
CCCN(CC1CC1)C(=O)COC(=O)c1ccc(C)cc1O
→ -2.3	nt	1.2	-8.9	-6.3	-1.3	6.1
C[C@H](NC(=O)c1nc[nH]c1C(=O)N1CCN(c2ccccc2)CC1)C(=O)OC(C)(C)C
→ ?	1.5	4.4	-21.5	-12.7	-0.1	-2.2
Cc1ccc(S(=O)(=O)N2CCN(C(=O)COC(=O)COc3cccc(C(F)(F)F)c3)CC2)c(C)c1
→ -5.0	6.4	1.6	6.8	-13.9	2.4	-3.6
C[C@@H]1CN([C@H](C)CO)S(=O)(=O)c2ccc(C3=CCCC3)cc2O[C@@H]1CN(C)Cc1ccncc1
→ -4.8	-15.6	nt	-6.7[16.7 µM]	3.7	-2.5	6.7
COCC#Cc1cnc2c(c1)C(=O)N([C@H](C)CO)C[C@@H](C)[C@@H](CN(C)S(=O)(=O)c1cn(C)cn1)O2
→ 11.6	16.7	nt	3.7[16.7 µM]	-1.0	1.2	-11.1
COc1cc(OC)cc(C(=O)NCCc2ccc(OC)c(OC)c2)c1
→ 2.1	nt	-41.2	0.2	6.6	-0.8	-14.3
CCOC(=O)COc1c(Cl)cc(C2NC(=S)NC(c3ccccc3)=C2C(C)=O)cc1OC (stereo not given)
→ nt	-19.8	14.9	nt	-7.0	nt	nt

# Further structures follow:
# Sequence of screens: DENV2 CPE	INS-1E GSIS act	PAX8 reporter	miR-122 sensor	FN deposition inh	F508del corr	EWS-Fli inh
O=C(Nc1cccc(O)c1)c1ccc(NC(=O)C2CCCO2)cc1 (stereo not given)
→ -3.1	-1.1	-95.4	-5.0	3.7	1.1	-59.0
c1ccc(Oc2nc(-c3ccccn3)nc3ccccc23)cc1
→ -10.3	-2.1	-165.4	6.9	4.8	1.5	16.6
Cc1noc(C)c1NC(=O)N(C)C[C@@H]1Oc2ccc(NC(=O)CCC(F)(F)F)cc2C(=O)N([C@H](C)CO)C[C@@H]1C
→ ?	12.0	-12.3	-0.8[16.7 µM]	nt	-2.7	nt
C[C@@H]1CN([C@H](C)CO)C(=O)c2cccc(NC(=O)Nc3ccc(F)cc3)c2O[C@H]1CN(C)S(=O)(=O)c1ccc(Cl)cc1
→ -7.2	-2.4	-6.5	-7.2[16.7 µM]	4.0	2.1	2.3
CCC(C)c1ccc(NC(=S)N2CCN(S(C)(=O)=O)CC2)cc1 (stereo not given)
→ -7.2	-15.7	18.1	-1.2	5.3	1.6	4.0
CCCC(=O)Nc1ccc2c(c1)C(=O)N(C)C[C@@H](OC)[C@H](C)CN(C)[C@@H](C)CO2
→ 0.1	3.5	nt	14.7[16.7 µM]	nt	0.5	-10.5
COc1cc(OC)c(C(=O)O/N=C(\N)c2ccccc2)cc1OC
→ 1.5	-5.9	-21.9	-9.6	1.6	0.5	-19.0
CCCNC(=O)N1C[C@@H](C)[C@H](OC)CN(C)C(=O)c2ccc(NS(=O)(=O)CC(F)(F)F)cc2OC[C@H]1C
→ 1.9	0.0	nt	nt	-13.7	1.0	0.2
Cc1ccc(S(=O)(=O)N(C)C[C@@H]2OCCCC[C@@H](C)Oc3ccc(NC(=O)CCCN(C)C)cc3C(=O)N([C@H](C)CO)C[C@H]2C)cc1
→ -3.3	6.9	15.4	-1.3[16.7 µM]	9.2	0.9	2.1
CCN1CCN(C(=O)NCc2ccccc2)CC1
→ 0.1	-4.6	16.5	2.1	-7.3	0.5	-2.8
C=CCOc1ccc2ccccc2c1CNn1cn[nH]c1=S
→ -2.0	7.3	0.0	1.8	-6.7	-1.8	9.3
C[C@@H]1CN([C@@H](C)CO)C(=O)c2cccc(NC(=O)CCCCCC(=O)Nc3ccccc3N)c2O[C@H]1CN(C)S(=O)(=O)c1ccc(F)cc1
→ 2.6	8.9	14.1	nt	nt	-0.6	19.0
CC(C)CN(C(=O)c1ccco1)C1CCS(=O)(=O)C1 (stereo not given)
→ 2.9	15.2	-4.8	-0.4	4.2	0.7	-6.3
Cc1ccc(S(=O)(=O)N2CCOC23CCN(S(=O)(=O)c2c(C)cc(C)cc2C)CC3)cc1
→ 0.5	-1.4	24.3	14.0	5.6	0.6	8.7
Cc1nc(NC(=O)CSc2nnc(C3CC3)n2C)sc1C
→ -6.1	6.6	-24.3	5.4	13.0	-2.1	-20.0
Cc1ccc(NC(=O)c2ccc(F)cc2F)cc1
→ -3.5	6.2	-110.3	-2.4	1.4	0.2	-146.5
C/C=C/c1ccc2c(c1)O[C@H](CN(C)C(=O)NC(C)C)[C@H](C)CN([C@H](C)CO)S2(=O)=O
→ -13.6	15.2	nt	-2.1[16.7 µM]	-0.6	2.2	-15.7
COc1cc(OC)cc(C(=O)NNC(=O)CN2C(=O)NC(C)(c3ccccc3)C2=O)c1 (stereo not given)
→ 2.7	6.9	12.8	nt	-5.2	-3.2	0.3

# Three compounds from above, reduced to F508del corr, FN deposition inh and miR-122 sensor:
SMILES,F508del corr,FN deposition inh,miR-122 sensor
CCCC(=O)Nc1ccc2c(c1)C(=O)N(C)C[C@@H](OC)[C@H](C)CN(C)[C@@H](C)CO2,0.5,nt,14.7[16.7 µM]
COc1cc(OC)c(C(=O)O/N=C(\N)c2ccccc2)cc1OC,0.5,1.6,-9.6
CCCNC(=O)N1C[C@@H](C)[C@H](OC)CN(C)C(=O)c2ccc(NS(=O)(=O)CC(F)(F)F)cc2OC[C@H]1C,1.0,-13.7,nt
